GSK3 alpha inh = blockers of GSK3A enzyme activity – biochemical, luminescence, cell-free homogeneous, HTS, primary screen; Glycogen synthase kinase-3 alpha (Homo sapiens), P49840; GSK-3 alpha kinase, ADP-Glo luminescence, 60 min; inhibition, % at 10 µM; 320,000 tested, 0.1% active; AID 2650, 2010;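 in the data active means inhibition above about 50%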;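 further: GST-tagged GSK-3 alpha with peptide substrate and 25 µM ATP; 0% = DMSO neutral wells and 100% = GW8510 positive control wells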
Target sequence (P49840 whole entry, looked up): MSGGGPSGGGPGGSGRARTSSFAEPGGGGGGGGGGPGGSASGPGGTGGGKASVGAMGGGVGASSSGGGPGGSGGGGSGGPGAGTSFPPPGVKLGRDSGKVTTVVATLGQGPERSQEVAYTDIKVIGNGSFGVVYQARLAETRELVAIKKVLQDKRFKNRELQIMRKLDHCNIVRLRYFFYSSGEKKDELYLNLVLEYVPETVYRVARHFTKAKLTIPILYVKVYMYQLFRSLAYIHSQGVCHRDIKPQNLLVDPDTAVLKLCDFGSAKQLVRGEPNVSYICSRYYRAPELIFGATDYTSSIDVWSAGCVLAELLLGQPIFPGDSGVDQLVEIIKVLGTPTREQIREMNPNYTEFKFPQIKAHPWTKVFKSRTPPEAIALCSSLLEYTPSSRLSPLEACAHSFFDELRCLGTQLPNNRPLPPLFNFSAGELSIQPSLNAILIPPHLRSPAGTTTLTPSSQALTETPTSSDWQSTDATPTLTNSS
AI-2 QS mod = Vibrio harveyi AI-2 quorum sensing modulators, primary screen, JMH597 strain, luminescence/OD600 ratio. Vibrio harveyi JMH597 AI-2 luminescence/OD600 ratio, 9 h; hits give low values; strain lacks LuxN and CqsS sensors; 0 = neutral-control median. activity change, % at 7.5 µM. 300,000 tested, 0.4% active. AID 2094, 2009; in the data active means activity change below about -75%, passing the limit was not always enough; inconclusive means no clear call, values can overlap the other calls;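 further: luminescence divided by OD600 gain over 9 h not by final OD600 alone; inactives centre near 13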
HSP90 inh = HSP90 inhibitors, primary screen, cell lysate, luminescence. 290,000 tested, 0.91% active. AID 1789, 2009. Heat shock protein HSP 90 (rabbit reticulocyte lysate; luciferase refolding). Rabbit reticulocyte lysate, luciferase refolding luminescence, 3 h. inhibition, % at 5.6 µM;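 active means inhibition above the screen-wide mean plus 3 SD, computed separately per campaign, cut at about 16% in these data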;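 further: 0% = DMSO wells and 100% = 60 µM geldanamycin wells; inhibitors lower the luminescence because luciferase stays unfolded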
HIF act = HIF pathway transcriptional activators, primary screen, cell-based, U2OS HRE-luciferase, luminescence; U2OS HRE-luciferase reporter; normalized: DMSO 0%, desferrioxamine 100%; activation, % at 7.5 µM (by protocol); 300,000 tested, 0.32% active;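 active means mean activation of at least 10% of the iron chelator positive control signal, with at least half of replicates also reaching 10%; inconclusive means mean and replicate majority disagree about reaching 10%; inactive means mean and most replicates under 10%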
HSF-1 act = HSF-1 activators, primary screen, NIH3T3-HGL cells, MG132 stress, luminescence, single point; 300,000 tested, 1.7% active; NIH3T3-HGL HSF-1 luciferase reporter, 8 h; 100% = twice DMSO control signal; activation, % at 9 µM; AID 504408, 2011;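 active means mean replicate activation of at least 50% with a set share of replicates each reaching 50%; inconclusive means only one of those two conditions met; inactive means mean below 50% and too few replicates reaching it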;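 further: 0% = median of the neutral control wells and 100% = twice that signal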
aSyn UTR inh = MLPCN primary screen, SNCA 5' untranslated region. AID 1813, 2009. 300,000 tested, 0.82% active. inhibition, % (tested at 7.5 µM). alpha-synuclein 5'UTR reporter, inhibitor activity; in the data active means inhibition above about 60%; inconclusive means no clear call, values can overlap the other calls;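 further: H4 neuroglioblastoma cells stably carrying SNCA 5'UTR luciferase fusion; 0% = DMSO wells and 100% = positive control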
HSF1 inh = HSF1 inhibitors in luciferase reporter cells, primary screen, cell-based, NIH3T3, luminescence. NIH3T3-HGL HSE-luciferase, MG132-induced, luminescence 8 h; hits give low values. activity change, negative = inhibition, % at 7.5 µM (by protocol). 300,000 tested, 0.77% active;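 active means more than half of replicate wells show activity change below -50%, luminescence cut by over half; inconclusive means some wells, but at most half, below -50%; inactive means no replicate well below -50%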;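 further: luciferase reports HSF-1 transcriptional activity via heat shock element; 0% = median of DMSO wells and -100% = zero luminescence signal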
GSK3B inh = human GSK3beta kinase inhibitors, primary screen, biochemical, cell-free homogeneous, HTS; GST-GSK3beta kinase, ADP-Glo luminescence, 60 min; hits give low values; AID 2097, 2009; Glycogen synthase kinase-3 beta (Homo sapiens), P49841; 300,000 tested, 0.038% active; activity score (negative = inhibition), % at 10 µM;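 active means more than half of replicate wells score below -50%, meaning over 50% inhibition versus plate controls; inconclusive means some replicates but at most half score below -50%; inactive means no replicate scores below -50%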;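 further: 0% = median DMSO wells and -100% = median GW8510 positive control wells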
Target sequence (P49841 whole entry, looked up): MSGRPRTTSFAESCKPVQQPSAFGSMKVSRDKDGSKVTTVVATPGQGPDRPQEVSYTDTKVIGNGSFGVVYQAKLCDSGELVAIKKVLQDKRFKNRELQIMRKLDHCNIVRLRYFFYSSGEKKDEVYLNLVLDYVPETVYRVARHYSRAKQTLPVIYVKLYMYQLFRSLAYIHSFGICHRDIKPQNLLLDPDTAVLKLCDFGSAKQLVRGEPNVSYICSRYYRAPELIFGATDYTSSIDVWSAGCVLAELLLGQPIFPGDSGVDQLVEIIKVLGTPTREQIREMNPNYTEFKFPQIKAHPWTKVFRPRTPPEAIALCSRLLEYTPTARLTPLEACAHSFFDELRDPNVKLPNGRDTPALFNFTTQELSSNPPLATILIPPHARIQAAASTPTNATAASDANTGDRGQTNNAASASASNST
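Assay system: GST-fused GSK3beta enzyme, cell-free / Medium: Tris pH 7.5 buffer with MgCl2, DTT, BSA, heparin / Also added: peptide substrate plus 25 µM ATP (final) / Compound: 10 µM single point / Timing: kinase reaction with compound 60 min at room temperature / Detection: ADP-Glo luminescence / Benchmarks: DMSO neutral wells and GW8510 at 20 µM as positive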
KLF5 inhibitor = KLF5 expression inhibitors, primary screen, DLD-1 cells, luminescence; DLD-1 KLF5 promoter-luciferase reporter; inhibition, % at 5 µM; 290,000 tested, 0.23% active; AID 1700, 2009;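 active means inhibition above a per-plate limit of that plate's mean compound inhibition plus 3 SD, cut at about 60% in these data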;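 further: 0% = DMSO wells and 100% = LY294002 at 200 µM; higher means less KLF5 promoter-driven luciferase light; inactives centre near -14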
IEC-6 cytotox = cytotoxicity in IEC-6 intestinal epithelial cells, primary screen, cytotoxicity control for KLF5 inhibitor project, cell-based, luminescence | 290,000 tested, 0.78% active | inhibition, % at 5 µM | IEC-6 cytotoxicity, luminescence viability; in the data active means inhibition above about 22%;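 further: 0% = plate median of test compound wells and 100% = cytotoxic reference compound wells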
Numbers without * were called inactive; ? = inconclusive; / = no result given.

smiles,GSK3 alpha inh,AI-2 QS mod,HSP90 inh,HIF act,HSF-1 act,aSyn UTR inh,HSF1 inh,GSK3B inh,KLF5 inhibitor,IEC-6 cytotox
CCC(C)n1nnc2c(=O)oc3ccccc3c21 (stereo unspecified),0,14,-2,-0.2,-1,-8,-3,-3,26,4
Cc1ccccc1OCC(O)CN1C(=O)c2ccccc2C1=O (stereo unspecified),-1,9,11,0.6,10,-15,6,-1,-50,0
O=[N+]([O-])c1c(NCc2ccccc2)cc(N2CCc3ccccc3C2)c2nonc12,-2,23,1,-0.6,9,37,-1,1,-2,0
Cc1ccc(C(=O)OCC(=O)N2CCc3ccccc32)cc1,1,3,5,-0.2,28,-70,16,-1,-28,-3
CC(=O)OC1CC2(C)C(=O)CCC2C2CCc3cc(O)ccc3C12 (stereo unspecified),0,9,3,0.0,/,13,/,0,9,0
CN(C)CCCNC(=O)C1(O)c2cc(Br)ccc2NC(=O)N1c1ccc(Cl)cc1 (stereo unspecified),-1,18,-3,-5.3,5,2,3,2,-29,-5
O=C(COc1cccnc1[N+](=O)[O-])N1CCN(C(=O)c2ccco2)CC1,-3,-1,-2,-0.2,-5,-17,2,-2,6,-3
CN1CCN(C(=O)c2ccc(COc3cc(Cl)ccc3Cl)o2)CC1,0,4,-1,-0.3,12,5,2,5,-13,-4
CC1(c2ccc3ccccc3c2)NC(=O)N(CC(=O)N2CCC(C(N)=O)CC2)C1=O (stereo unspecified),-1,4,/,-7.5,-2,10,-5,-2,/,/
Cn1nc(C(F)(F)F)c(-c2ccc(Br)cc2)c1NC(=O)c1cccnc1,-2,/,-4,0.0,-8,5,-10,-3,-1,0
C=CCN(CC=C)C(=S)Nc1cc(Cl)ccc1OC,0,7,-3,-0.2,24,-41,9,1,-17,-6
BrC(=C\c1ccccc1)/C=N/N1CCN(c2ccccn2)CC1,0,5,2,0.5,15,-70,4,-1,-37,0
Cc1ccc(S(=O)(=O)N2CCCN(S(=O)(=O)c3ccc(C(F)(F)F)cc3)CC2)cc1,1,24,-2,0.1,-23,33,-20,-10,-19,1
O=c1cc(-c2cccnc2)oc2c1ccc1ccccc12,-3,32,3,0.6,/,-36,1,-1,-8,-7
COc1ccc(-c2nc(CN3CCCC(C(=O)NC4CCCC4)C3)c(C)o2)cc1 (stereo unspecified),/,13,-5,-1.1,27,4,5,1,-19,0
O=C(CN1C(=O)C2C3C=CC(C3)C2C1=O)OCC(=O)c1ccc(Cl)cc1 (stereo unspecified),/,27,1,-0.1,-9,3,-4,-1,-19,1
NC(=O)[C@@H]1CCCN1Cc1nc(-c2ccc(C(F)(F)F)cc2)no1,2,22,2,0.2,5,5,1,3,-11,5
Cn1c(=O)c(=O)n(C)c2cc(S(=O)(=O)N3CCOc4ccccc43)ccc21,0,18,-3,-0.5,-18,7,-7,0,-20,1
CC1c2cc3c(cc2CCN1CC(=O)Nc1ccc(S(=O)(=O)N2CCCC2)cc1)OCCCO3 (stereo unspecified),1,/,0,-0.6,-6,23,0,2,3,3
C/C(Cn1nnc([N+](=O)[O-])n1)=N\NC(=O)c1ccccc1,13,2,-3,2.5,26,-73,10,-4,-117,-1
CCN(CC)c1ccc(N2C(=NC(=O)C3CCCO3)SC3CS(=O)(=O)CC32)cc1 (stereo unspecified),-1,14,2,-0.3,-8,-17,-4,-4,-20,-5
CC1(C)NC(=O)N(CC(=O)OCC(=O)Nc2cccc(F)c2)C1=O,0,14,1,-0.3,5,15,3,3,2,-6
Cc1nn(CC(=O)N(C)Cc2ccc(F)cc2)c(C)c1[N+](=O)[O-],-2,30,-3,-0.2,7,6,-1,3,1,-3
COC(=O)c1ccc2ncccc2c1,0,1,0,2.2,-16,-3,-6,0,-13,-4
COCCNC(=O)Cn1cnc2ccc(S(=O)(=O)N3CCC(C)CC3)cc2c1=O,-2,17,3,0.2,-42,11,-29,0,1,-4
COc1ccc(NC2CCCN(C(=O)c3ccc4nccnc4c3)C2)cc1OC (stereo unspecified),0,10,3,0.0,-4,-10,-2,1,-7,5
Cc1ccc(C(C(=O)NC(C)(C)C)N(Cc2ccco2)C(=O)Cn2nnc(-c3cccs3)n2)cc1 (stereo unspecified),0,19,1,-0.4,19,21,15,-4,-9,0
O=[N+]([O-])c1ccc2c(c1)C=C1CCCCC1(N1CCCCC1)O2 (stereo unspecified),-3,-4,2,-0.3,26,-14,1,2,-8,3
CCCc1nn(C)c(C(=O)Nc2ccc3ccccc3c2)c1Cl,-1,-4,1,2.8,?,-204,37,1,-39,7
COc1cccc(NC(=O)CSc2nnc(Cc3ccc(C)cc3)c(=O)n2N)c1,-2,-20,/,0.5,-4,7,3,1,/,/
Cc1ccc(C(=O)COC(=O)c2cn(-c3ccccc3)nc2-c2ccccc2)cc1[N+](=O)[O-],1,-1,-5,0.1,4,1,-3,-17,-16,-2
COc1ccc(-c2c(C(F)(F)F)[nH]n3c(=O)cc(-c4ccccc4)nc23)cc1,0,-5,-4,-0.6,36,-20,20,0,-9,0
CCOCCCNC(=O)Cc1c(C(=O)O)[nH]c2ccc(Cl)cc12,-3,8,1,-0.1,6,10,-1,0,-23,1
CCOC(=O)N1CCC(N2C(=O)c3cc(C(=O)NC4CCCCC4)ccc3C2O)CC1 (stereo unspecified),1,-5,-4,/,-15,-20,-8,0,-10,0
CCOC(=O)Cc1csc(NC(=O)/C=C/c2ccco2)n1,0,-10,2,2.0,32,-51,22,4,8,4
Cc1cccc(Nc2ccccc2)c1,-2,3,0,0.4,-1,-19,-3,4,-32,-2
CN1CCN(c2oc(Cc3cccc4ccccc34)nc2C#N)CC1,-3,10,1,-1.2,5,34,1,1,-22,-1
Cc1ccc(NC(=O)Cn2cnc3sc(C(=O)NCc4ccco4)c(C)c3c2=O)cc1Cl,2,15,-1,-0.4,-3,27,9,2,-21,0
Oc1cccc(/C=N\Nc2nncc(-c3ccccc3)n2)c1,-1,34,2,4.1,42,-210,20,1,-25,5
CC1(C(=O)OCC(=O)Nc2nnc(-c3ccccc3)o2)CC1(Cl)Cl (stereo unspecified),-2,36,/,0.0,-1,-6,-4,6,/,/
COc1cc(/C=N\NC(=O)C(C)(C)O)ccc1OC/C=C/c1ccccc1,-2,12,-3,-0.3,39,-1,5,2,-13,1
Cc1cc2c(=O)n(C)c(SCC(=O)Nc3cccc(F)c3)nc2s1,0,6,0,-0.8,33,16,9,-1,-53,1
CCOC(=O)CC1C(=O)NCCN1C(=S)NC(=O)c1ccccc1OC (stereo unspecified),-1,12,-1,-0.4,1,13,-4,3,-24,4
O=S(=O)(Cc1cc(N2CCOCC2)nc(-c2ccccn2)n1)c1ccccc1,1,14,-2,-0.5,-16,1,-10,0,-8,8
O=C(O)C1CCN(C(=O)Cc2ccccc2)CC1,-1,12,3,-0.4,-8,5,-3,4,-9,4
O=C(CCNc1n[nH]c(=O)[nH]c1=O)N/N=C\c1cccc(OCc2ccccc2)c1,2,20,4,0.1,4,15,-4,2,-19,-2
CCNc1nnc(-c2ccccc2OC)s1,0,17,2,0.7,8,-11,3,1,-11,4
O=S(Cc1cc(Sc2ccccc2)nc(-c2ccccc2)n1)c1ccccc1 (stereo unspecified),-1,12,4,0.0,?,41,29,-2,-42,2
Cc1c(C)n(C)c2ccc(C(=O)NCc3cccs3)cc12,-1,-1,-6,-0.2,38,17,16,1,6,3
O=C(CN1C(=O)COc2ccccc21)NC1CCCC1,-1,24,5,-0.4,1,2,0,-1,3,2

Additional records.
smiles,GSK3 alpha inh,AI-2 QS mod,HSP90 inh,HIF act,HSF-1 act,aSyn UTR inh,HSF1 inh,GSK3B inh,KLF5 inhibitor,IEC-6 cytotox
CCCCNC(=O)C1CCC(=O)N1CCc1ccccc1 (stereo unspecified),-3,21,0,-1.4,-6,-7,2,-2,-46,0
O=C(NCc1ccccc1Cl)C(=O)NCC(c1ccco1)N1CCOCC1 (stereo unspecified),-1,40,1,-0.2,-3,6,-8,2,-15,5
OCCC1CN(Cc2cnc(-c3ccc(Cl)cc3)nc2)CCN1C1CCCCC1 (stereo unspecified),-2,2,-1,1.4,-4,-44,-6,-2,-10,6
CCN(CC)S(=O)(=O)c1ccc(OC)c(NC(=O)CCS(=O)(=O)Cc2ccccc2)c1,-3,-4,5,0.1,-14,15,1,0,-11,2

From PubChem BioAssay
